VLA-4 inh = inhibition in human VLA-4 binding assay, primary screen, VLA-4 allosteric modulator project, MLPCN library, flow cytometry, VLA-4 expressing cells; hit rate 0.2% among 330,000; inhibition, % (about 7 µM as worked out from the volumes in the protocol); Integrin alpha-4 (Homo sapiens), P13612; AID 2557, 2010; ligand binding flow cytometry; in the data active means inhibition above about 50%
BCLXL inh = inhibitors of human Bcl-xL, primary screen, biochemical, fluorescence polarization, HTS. hit rate 0.7% among 320,000. AID 2129, 2009. inhibition, % at 10.9 µM. GST-Bcl-xL / FITC-Bim BH3 peptide fluorescence polarization;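 active means inhibition above the mean of all tested compounds plus 3 SD, cutoff set per campaign, cut at about 30% in these data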;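 further: 0% = DMSO wells and 100% = unlabeled Bim-BH3 peptide competitor; inhibitors lower millipolarization by displacing the labeled peptide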
AGP1-GFP MLPCN = modulators of AGP1-GFP expression in yeast TOR pathway, primary screen, cell-based, multiplex flow cytometry, S. cerevisiae, MLPCN library; GFP response vs DMSO, % at 10 µM; AID 2066, 2009; 3 h; GFP as percent of DMSO wells; hit rate 0.02% among 320,000;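 active means GFP response relative to DMSO above a set limit, near screen average plus 3 SD, cut at about 150% in these data; inconclusive means fewer than 70 cells counted for the yeast strain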;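 further: median GFP channel fluorescence of the gated AGP1 strain per well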
GLD-1 TGE inh = GLD-1/TGE RNA complex disruptors, primary screen, biochemical, fluorescence polarization; purified GLD-1 + fluorescein TGE RNA; hit rate 0.44% among 320,000; Female germline-specific tumor suppressor gld-1 (Caenorhabditis elegans), Q17339; inhibition, % at 5.96 µM;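 active means percent inhibition above a per-plate cutoff, the plate mean of test compounds plus 3 SD, cut at about 30% in these data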;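 further: 0% = DMSO wells with GLD-1 and probe and 100% = wells lacking GLD-1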
Target sequence (Q17339 whole entry, looked up): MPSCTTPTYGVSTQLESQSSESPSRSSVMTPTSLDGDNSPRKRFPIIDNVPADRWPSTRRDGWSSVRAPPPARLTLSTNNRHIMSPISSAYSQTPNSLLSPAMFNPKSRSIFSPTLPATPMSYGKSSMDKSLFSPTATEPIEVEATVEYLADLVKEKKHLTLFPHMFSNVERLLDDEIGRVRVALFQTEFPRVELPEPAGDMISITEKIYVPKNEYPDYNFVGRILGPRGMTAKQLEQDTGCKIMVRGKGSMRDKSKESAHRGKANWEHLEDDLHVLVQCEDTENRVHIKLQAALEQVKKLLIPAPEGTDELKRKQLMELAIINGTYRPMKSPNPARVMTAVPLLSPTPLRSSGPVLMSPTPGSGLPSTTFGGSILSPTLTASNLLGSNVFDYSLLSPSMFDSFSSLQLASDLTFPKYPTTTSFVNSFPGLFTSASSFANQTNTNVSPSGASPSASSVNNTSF
MEX-5 binding = MEX-5 zinc finger RNA-binding disruptors – biochemical, C. elegans, fluorescence polarization, MLPCN library, primary screen | Zinc finger protein mex-5 (Caenorhabditis elegans), Q9XUB2 | MEX-5/FITC-TCR2 RNA binding; active compounds read low | activity score (negative = inhibition of binding), % at 10 µM | hit rate 0.38% among 300,000;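 active means inhibition past about -25% in most replicates, and total fluorescence under double the plate's negative control median, limit read from the data; inconclusive means replicates evenly split on the limit, or fluorescence at least double controls; inactive means too little inhibition in most replicates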;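 further: 0% = DMSO and -100% = 5 µM competing unlabeled TCR2 RNA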
Target sequence (Q9XUB2 whole entry, looked up): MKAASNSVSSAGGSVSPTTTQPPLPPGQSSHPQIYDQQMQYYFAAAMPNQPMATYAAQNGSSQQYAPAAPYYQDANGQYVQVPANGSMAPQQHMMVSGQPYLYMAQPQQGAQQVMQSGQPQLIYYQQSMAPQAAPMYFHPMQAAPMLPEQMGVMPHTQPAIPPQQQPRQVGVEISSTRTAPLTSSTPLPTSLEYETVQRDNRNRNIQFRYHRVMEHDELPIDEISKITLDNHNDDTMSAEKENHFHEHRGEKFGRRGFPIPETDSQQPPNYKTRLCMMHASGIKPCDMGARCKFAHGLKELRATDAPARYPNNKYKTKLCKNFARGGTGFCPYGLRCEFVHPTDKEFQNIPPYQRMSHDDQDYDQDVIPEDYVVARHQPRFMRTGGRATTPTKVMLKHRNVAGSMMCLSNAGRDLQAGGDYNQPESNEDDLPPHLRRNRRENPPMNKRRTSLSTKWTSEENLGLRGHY
MCL1 BIM primary = inhibitors of MCL1 binding to BIM-BH3, primary screen, biochemical, fluorescence polarization. GST-MCL1 / FITC-Bim-BH3 fluorescence polarization. inhibition, % at 10.9 µM. Induced myeloid leukemia cell differentiation protein Mcl-1 (Homo sapiens), Q07820. hit rate 0.68% among 320,000;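 active means inhibition above the mean inhibition of all tested compounds plus 3 SD, set per campaign, cut at about 40% in these data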;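 further: 0% = DMSO wells and 100% = unlabeled Bim-BH3 peptide control; higher means more loss of mP so more displacement of Bim peptide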
Fam108B inh = mouse Fam108B serine hydrolase inhibitors, primary screen, counter-screen for RBBP9 inhibitor project, biochemical, fluorescence polarization; recombinant Fam108B, FP-Rh probe fluorescence polarization; inhibition, % at 9.51 µM; hit rate 0.33% among 300,000;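 active means inhibition above the screen mean inhibition plus 3 SD, computed separately per campaign, cut at about 18% in these data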;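 further: inhibitors lower polarization as less probe binds the enzyme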
CIT2 TOR yeast = modulators of CIT2-GFP expression in yeast, primary screen, S. cerevisiae, GFP fusion, multiplex flow cytometry, MLPCN library. S. cerevisiae CIT2-GFP strain, 3 h; 100 means same as DMSO wells. GFP response vs DMSO, % at 10 µM. hit rate 0.065% among 320,000. AID 2029, 2009;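 active means GFP response relative to DMSO above a set limit, near the screen mean plus 3 SD, cut at about 150% in these data; inconclusive means Fewer than 70 cells measured for a yeast strain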;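 further: ratio of well median GFP fluorescence to mean of DMSO wells on the plate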
GRK2 inh = compounds blocking aptamer binding on GRK2 – biochemical, human GRK2, bead flow cytometry, HTS, primary screen; AID 488847, 2010; inhibition of aptamer binding, % at 10 µM; Beta-adrenergic receptor kinase 1 (Homo sapiens), P25098; FAM-aptamer displacement from GRK2; hit rate 0.59% among 330,000;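 active means inhibition of aptamer binding above 40%, roughly 3 SD of noise, on plates passing a quality check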;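 further: median bead fluorescence of bound FAM aptamer so fluorescent compounds give negative values; no value below 0 was filed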
* hit, by the source's call; ? = inconclusive; / = no result given; [ ] = another dose, or the depositor's remark.

smiles,VLA-4 inh,BCLXL inh,AGP1-GFP MLPCN,GLD-1 TGE inh,MEX-5 binding,MCL1 BIM primary,Fam108B inh,CIT2 TOR yeast,GRK2 inh
CC(=O)c1cccc(N2C(=O)CC(N3CCN(S(=O)(=O)c4ccccc4F)CC3)C2=O)c1 (centres undefined),5.3,/,97.8,0.4,/,/,/,86.2,2.0
Cc1ccc2nc(N3CCN(C(=O)c4cccs4)CC3)c(C#N)cc2c1,5.2,7.9,87.6,1.4,-1.8,0.6,-0.9,72.9,3.0
CC(=O)c1cccc(NS(=O)(=O)c2ccc(N/C=C/C(=O)c3ccc(F)cc3)cc2)c1,7.3,-8.7,100.8,2.3,-2.4,-42.5,6.4,99.1,0.0
Cc1oc2cc3oc(=O)c(CCC(=O)NC4CC4)c(C)c3cc2c1C,2.1,2.3,94.1,-4.8,0.5,0.3,-4.7,96.2,2.0
S=C(NCc1ccccc1)NCc1ccc(Cl)cc1,2.6,/,87.0,/,/,/,/,93.1,4.0
O=C(OCC#CCSc1nnc(-c2cccc3ccccc23)o1)c1ccc2ccccc2c1,10.2,/,101.5,5.1,/,/,/,98.4,0.0
Cc1ccc(S(=O)(=O)N2CCCCC2)cc1NC(=O)CSc1nnc(N)s1,5.9,0.2,92.6,-0.6,1.1,1.1,-7.2,91.8,2.0
CCOc1ccc(-c2ccc(SCC(=O)NCC3CCCO3)nn2)cc1 (centres undefined),12.8,-1.6,103.8,3.5,0.9,-2.8,-0.7,112.4,1.0
O=[N+]([O-])c1ccc2c(c1)[nH]c(=S)n2-c1ccccc1,5.5,-21.1,94.3,-4.2,0.1,-8.9,9.8,89.7,10.0
COc1ccc(OC)c(S(=O)(=O)Nc2cc(OC)c(Cl)cc2OC)c1,22.6,-1.5,97.9,3.5,3.1,5.2,-4.8,92.7,6.0
COC(=O)c1cccc(N(C(=O)CNC(=O)c2ccco2)C(C(=O)NC2CCCC2)c2ccco2)c1 (centres undefined),-8.8,-3.2,94.3,4.5,0.0,-4.6,-1.1,87.1,0.0
CCOc1ccc(-n2c(Cc3cc(=O)[nH]c(=O)[nH]3)nnc2SCC(=O)Nc2nnc(C)s2)cc1,5.3,7.4,103.6,4.7,1.6,5.7,1.1,112.9,7.0
CC(=O)Oc1ccc(/C=C2/SC(=S)N(Cc3ccccc3)C2=O)cc1,-159.5,0.8,97.2,-22.9,0.1,2.3,-5.7,93.7,2.0
COCCCNC(=O)CN(Cc1ccc(Cl)cc1)S(C)(=O)=O,6.5,4.6,107.7,-1.4,-0.1,-1.2,5.8,97.4,0.0
O=C1Cc2cc(S(=O)(=O)Nc3ccc(N4CCOCC4)cc3)ccc2N1,9.7,/,97.8,-0.2,/,/,/,94.1,15.0
O=C(C/C=N\OCc1ccc([N+](=O)[O-])cc1)Nc1ccccc1,7.2,7.4,87.4,0.5,-0.4,-1.1,0.3,84.2,0.0
Cc1nn(Cc2ccc(Cl)cc2)c(C)c1NC(=O)C(c1ccccc1)c1ccccc1,14.4,-0.3,94.3,3.9,-0.7,0.1,1.8,90.1,0.0
N#CCNC(=O)c1nn2c(C(F)(F)F)cc(-c3ccccc3)nc2c1Br,6.5,5.8,97.5,2.9,-3.3,3.0,-0.9,100.3,0.0
COc1ccccc1NC(=O)CC(NCc1ccccc1)C(=O)O (centres undefined),-5.3,2.3,17.9[may fluoresce violet],3.9,-1.5,1.6,3.1,?,2.0
Cc1ccc(NCc2cccnc2)cc1,11.2,13.3,101.7,7.8,2.2,8.7,0.5,106.1,0.0
CC(C)(C)CNC(=O)c1cccc2c1C(=O)c1ccc(-c3cc4ccccc4o3)cc1S2(=O)=O,-6.5,/,92.0,-18.3,/,/,/,98.0,2.0
Cc1ccc(NC(=O)CCCOc2ccccc2)cc1S(=O)(=O)N1CCOCC1,10.9,-8.3,103.8,5.8,/,-4.1,/,104.9,75.0*
C/C(CC(=O)Nc1ccc(C)c(Cl)c1)=N\NC(=O)Cc1cccs1,1.9,0.8,104.6,6.8,-0.8,3.0,1.0,87.9,4.0
Cc1ccc(S(=O)(=O)N2CCCN(S(=O)(=O)c3ccc(C)c(C)c3)CC2)cc1C,5.2,3.4,97.7,2.4,-0.7,6.8,-1.2,96.6,2.0
Cc1ccc(C(=O)NC(=S)Nc2cc(C(F)(F)F)ccc2Cl)cc1,1.7,2.9,102.0,-0.3,1.1,9.6,-1.0,98.7,2.0
O=[N+]([O-])c1cc(-c2ccn[nH]2)ccc1Cl,-5.2,3.7,/,-7.8,1.1,-3.5,0.6,101.2,0.0
CCN1C(=O)S/C(=C\c2ccc(N3CCOCC3)cc2C)C1=O,-7.7,-5.3,101.0,-51.4,-4.0,-12.3,1.6,99.8,5.0
CC(=O)c1ccc(OCC(=O)Nc2cccc(S(=O)(=O)N3CCCC3)c2)cc1,9.2,-11.9,99.9,-5.1,/,-18.7,/,91.7,4.0
COC(=O)CN1C(=O)N/C(=C/c2cc(OC)c(OC)cc2C)C1=O,10.0,3.9,100.6,3.3,0.7,-3.9,-4.5,99.0,0.0
COc1ccc(C(=O)N(C)CCCC2CCCC2)cc1OC1CCN(C(C)C)CC1,9.7,3.3,106.2,-0.7,-1.2,6.8,2.6,100.9,0.0
COc1cccc(C2=NOC(C(=O)NCc3ccccn3)C2)c1 (centres undefined),-9.4,-4.5,107.0,2.0,-3.4,-1.9,-1.9,103.4,0.0
Cc1ccc(OC(=O)c2ccc([N+](=O)[O-])cc2Cl)cn1,0.4,-2.4,91.4,-1.8,2.3,-2.9,-2.1,98.5,2.0
CCC(C)N(C(=O)COC(=O)CNC(=O)c1ccccc1F)C1CCS(=O)(=O)C1 (centres undefined),12.4,-7.7,98.5,2.7,0.2,-9.8,-2.4,98.9,0.0
O=S(=O)(c1cc(Cl)ccc1Cl)N1CCN(Cc2ccc3c(c2)OCO3)CC1,-6.1,-1.7,100.7,2.6,0.3,-6.7,-2.8,103.3,2.0
Cc1ccc(NC(=O)c2ccc(NCCCN3CCOCC3)c([N+](=O)[O-])c2)cc1Cl,18.2,2.9,91.5,7.8,-1.9,3.4,-3.1,95.1,0.0
CC1=NN(Cc2ccccc2)C(=O)C1,-8.1,1.2,106.3,-9.4,2.0,1.4,1.3,102.4,4.0
CCCNc1c(NC(=O)c2ccc3c(c2)OCO3)c(=O)oc2ccccc12,10.7,0.9,100.8,4.5,0.0,1.3,-0.4,98.2,0.0
CS(=O)(=O)N1CCCC(C(=O)NC2CCCCCCC2)C1 (centres undefined),-0.2,-3.5,102.7,3.6,1.0,1.6,4.1,102.4,1.0
O=C(CCCOc1ccc(Cl)cc1Cl)Nc1nnc(C2CC2)s1,10.3,-6.9,99.3,-2.1,1.8,-7.7,0.5,103.2,1.0
C=CCNC(=O)c1ccc(N(CC=C)S(C)(=O)=O)cc1,-2.6,-0.7,101.2,3.1,3.0,-3.5,0.1,102.9,0.0
C=C(C)COc1ccc(-c2nc(N)ncc2Oc2ccccc2OCC)c(O)c1,-6.6,2.1,96.0,5.8,-2.0,4.5,-7.5,90.6,1.0
c1csc(-c2nc(N3CCOCC3)c3ccccc3n2)c1,12.6,6.3,92.1,5.2,0.7,2.4,0.8,92.0,2.0
O=C(CCSc1ccc(Cl)cc1)N1CCN(c2ncccn2)CC1,4.7,9.1,83.0,2.7,0.6,12.7,2.5,83.2,1.0
O=C(O)c1c[nH]c2ccc(F)cc2c1=O,-9.5,3.2,102.5,-3.0,0.5,4.3,-1.3,113.9,27.0
COc1ccc(CCNC(=O)C2CCCN2C(=O)Nc2ccc(Cl)cc2)cc1OC (centres undefined),-20.0,5.6,96.3,3.4,2.3,-3.2,3.6,111.5,1.0
CN(C)c1ccc(-c2cccc(C3CC=CC4C3C(=O)N(Cc3ccccc3)C4c3ccc(C(F)(F)F)cc3)c2)cc1 (centres undefined),-0.8,-2.0,97.4,-8.4,1.3,-7.0,-1.9,102.3,5.0
CCOC(=O)CSc1cc(=O)n(C)c2cc(Cl)ccc12,13.9,5.6,100.8,-2.7,0.1,-0.4,1.9,92.9,0.0
Cc1ccc(S(=O)(=O)N(Cc2cc3ccccc3[nH]c2=O)c2cccc(C)c2)cc1,-4.1,-0.7,103.3,1.9,0.9,-4.2,4.2,100.5,0.0
COC(=O)C(CC(C)C)NC(=O)/C=C/c1ccc(Cl)cc1 (centres undefined),4.1,4.6,100.8,6.7,-0.5,6.4,-2.8,104.2,1.0
CCC(C)(C)n1nnnc1C(c1ccccn1)N1CCN(c2cccc(OC)c2)CC1 (centres undefined),4.5,5.7,95.6,4.7,-1.9,6.0,3.5,95.8,0.0
CC1(NC(=O)Nc2cccc3ccccc23)CCS(=O)(=O)C1 (centres undefined),0.2,2.3,99.5,-10.0,1.5,1.4,4.5,97.2,3.0
Cc1c(/C(O)=C2\C(=O)C(=O)N(CCN(C)C)C2c2cccnc2)cnn1-c1ccccc1 (centres undefined),16.1,4.2,100.4,4.3,/,1.7,-1.9,100.1,0.0
CC1CN(C2CCN(S(=O)(=O)c3ccc(F)cc3)CC2)CC(C)O1 (centres undefined),11.4,2.8,107.1,3.5,1.1,2.7,0.3,98.7,0.0
O=C(N1CCN(Cc2ccccc2)CC1)C(Cl)(Cl)Cl,6.7,6.3,97.6,2.8,0.8,2.1,-0.8,96.5,1.0
FC(F)(F)c1ccc(N=Cc2sc(N3CCOCC3)nc2-c2ccccc2)cc1,18.2,1.3,93.7,9.1,-1.8,2.2,1.9,107.6,0.0
CCCn1c(=N)n(CC(=O)c2ccc(Cl)c(Cl)c2)c2ccccc21,6.3,3.4,104.7,-1.8,1.6,1.4,1.4,105.3,0.0
COCCNC(=S)N1CCN(S(=O)(=O)c2ccc(Cl)s2)CC1,1.0,5.1,85.1,0.5,2.9,2.3,-2.9,91.1,2.0
O=C1C2CCCN2C(=S)N1c1ccc(Cl)cc1 (centres undefined),44.8,-1.1,103.8,-3.5,-0.7,-2.5,-0.5,103.3,0.0
CCCn1c(=O)c(Cc2ccccc2)c(O)c2ccccc21,2.8,4.3,107.0,4.1,-0.9,-1.3,0.5,108.6,2.0

Screening data: PubChem BioAssay, several laboratories
